Neddylation inh – cullin neddylation inhibition | TR-FRET cullin neddylation, biochemical | hit rate 0.58% among 360,000 | calls only at 25 µM | AID 651699 | P61081+Q13564; in the data active = inhibition above about 36%
Target sequence (P61081 whole entry, looked up): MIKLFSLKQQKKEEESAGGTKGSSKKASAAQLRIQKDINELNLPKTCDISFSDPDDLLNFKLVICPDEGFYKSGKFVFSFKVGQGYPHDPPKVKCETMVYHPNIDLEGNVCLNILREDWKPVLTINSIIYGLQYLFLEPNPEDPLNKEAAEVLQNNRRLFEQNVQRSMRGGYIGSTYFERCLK
Target sequence (Q13564 whole entry, looked up): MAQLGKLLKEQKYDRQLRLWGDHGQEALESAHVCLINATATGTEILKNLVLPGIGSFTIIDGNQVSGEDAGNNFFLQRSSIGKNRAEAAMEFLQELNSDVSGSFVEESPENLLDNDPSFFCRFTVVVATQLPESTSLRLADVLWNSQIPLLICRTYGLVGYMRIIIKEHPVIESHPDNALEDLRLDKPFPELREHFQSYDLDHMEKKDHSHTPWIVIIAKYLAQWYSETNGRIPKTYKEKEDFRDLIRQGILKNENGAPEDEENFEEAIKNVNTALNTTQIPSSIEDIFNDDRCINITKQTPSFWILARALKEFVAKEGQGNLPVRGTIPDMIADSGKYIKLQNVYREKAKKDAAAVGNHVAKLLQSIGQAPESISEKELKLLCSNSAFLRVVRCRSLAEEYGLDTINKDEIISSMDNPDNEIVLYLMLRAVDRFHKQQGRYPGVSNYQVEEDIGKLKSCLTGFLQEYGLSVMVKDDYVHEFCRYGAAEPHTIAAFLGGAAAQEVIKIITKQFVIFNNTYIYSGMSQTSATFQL
eLon inh – inhibits E. coli Lon protease. purified E. coli Lon protease, fluorescence polarization. inhibition, % at 7.94 µM. hit rate 0.42% among 360,000; in the data active = inhibition above about 13%, passing the limit was not always enough;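 note: 0% = enzyme with probe and DMSO and 100% = no enzyme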
FAS-TE inh – FAS thioesterase (human) inhibition; inhibition, % at 15 µM; recombinant FAS-TE, OMFH fluorogenic substrate, fluorescence endpoint; P49327; hit rate 0.67% among 360,000;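 active = compounds whose normalised, plate-corrected inhibition of enzyme fluorescence in the single-dose primary screen is 50% or more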;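 note: 0% = DMSO with enzyme and 100% = substrate without enzyme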
MLLE-PAM2 inh – blocks PAM2 peptide binding to the PABP1 MLLE domain; P11940; GST-MLLE / FITC-PAM2 fluorescence polarization; inhibition, % at 20 µM; hit rate 0.36% among 360,000; AID 588489; in the data active = inhibition above about 35%, passing the limit was not always enough;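 note: plate controls were DMSO wells with GST-MLLE for no effect and wells lacking GST-MLLE protein for full effect; some results filed as inactive read as strong as hits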
TbMetRS inhib – blocks T. brucei methionyl-tRNA synthetase activity; hit rate 0.4% among 360,000; inhibition, % at 11.9 µM; purified T. brucei MetRS, ATP depletion, Kinase-Glo luminescence;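 active = inhibition above a per-plate cutoff of the control wells' mean inhibition plus 3 SD, cut at about 5.5% in these data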;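 note: 0% = DMSO wells median and 100% = median of wells with control inhibitor compound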
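technique = Kinase-Glo luminescence, ATP depletion format | system = purified MetRS (methionyl-tRNA synthetase) enzyme from Trypanosoma brucei | timing = 15 min preincubation, 2 h reaction, all 25 °C | evaluation = percent inhibition versus plate control medians | dosing = single dose, 11.9 µM final nominal, 0.9% final DMSO | also added = substrates ATP, L-methionine and bulk Escherichia coli tRNA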
MsrA act – activates bovine MsrA enzyme | purified bovine MsrA, absorbance read-out | activation, % at 10.6 µM | hit rate 0.3% among 360,000 | AID 602163; in the data active = activation above about 7.5%;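 note: 0% = vehicle and 100% = reference activator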
Rin1 Abl inh – blocks binding of human Rin1 to Abl. inhibition, % at 7.35 µM. AID 588664. TR-FRET Rin1/Abl binding, biochemical. hit rate 0.4% among 360,000; in the data active = inhibition above about 5%, passing the limit was not always enough
CSN inh – CSN deneddylation inhibition | inhibition, % at 12.5 µM | hit rate 0.38% among 360,000 | AID 651999 | Purified CSN, SCF-Nedd8-OG deneddylation, fluorescence polarization | Q92905;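 active = pattern-corrected inhibition above about 35%, with an unprinted fluorescence ratio check between 0.5 and 1.5, limit read from the data, passing the limit was not always enough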;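 note: 0% = enzyme with substrate and 100% = substrate without enzyme; some results filed as inactive read as strong as hits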
Target sequence (Q92905 whole entry, looked up, one chain of several): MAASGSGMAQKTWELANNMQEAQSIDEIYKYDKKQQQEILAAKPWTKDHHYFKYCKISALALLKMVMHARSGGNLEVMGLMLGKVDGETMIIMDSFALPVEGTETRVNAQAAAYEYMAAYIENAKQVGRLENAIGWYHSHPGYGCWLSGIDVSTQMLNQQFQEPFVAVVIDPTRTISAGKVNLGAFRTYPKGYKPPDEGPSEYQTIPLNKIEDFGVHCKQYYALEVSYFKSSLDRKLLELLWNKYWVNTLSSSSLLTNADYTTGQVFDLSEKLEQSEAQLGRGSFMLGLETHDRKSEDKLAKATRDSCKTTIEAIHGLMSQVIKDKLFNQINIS
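Assay system: purified human Csn5 enzyme expressed in HEK293T cells; Input: 0.24 nM Csn5 enzyme, final concentration; Reagent: 10 nM SCFSkp2-Nedd8OG; Compound dosing: 12.5 µM single point; Times: reaction 90 min, room temperature; Technique: fluorescence polarization readout.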
MsrA inhibitor – inhibitors of bovine MsrA | purified bovine MsrA, absorbance read-out | inhibition, % at 15.5 µM | hit rate 0.75% among 360,000 | AID 651718; in the data active = inhibition above about 4.5%;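 note: 0% = vehicle wells with enzyme and 100% = reference inhibitor wells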
* = called active by the depositor; i = inactive; nt = no result given.

SMILES	Neddylation inh	eLon inh	FAS-TE inh	MLLE-PAM2 inh	TbMetRS inhib	MsrA act	Rin1 Abl inh	CSN inh	MsrA inhibitor
COc1ccc(-c2ccc(C(=O)Nc3cccc(NS(C)(=O)=O)c3)c3occc23)c(C)c1	i	1	15	6	-0.4	-3	-1	1	3.0
COc1ccccc1OCCNC(=O)Nc1cc(F)c(F)cc1Cl	i	3	16	9	-0.1	-1	0	2	1.0
COc1ccccc1/C=N/NC(=O)c1ccc(Cn2nc([N+](=O)[O-])cc2C)cc1	i	-7	12	-4	1.6	-5	-5	0	3.5
OCCn1c(-c2ccccc2)csc1=Nc1ccccc1	i	0	-1	6	0.0	-1	-1	-5	0.8
Cn1c(=O)[nH]c(=O)c2c1nc(CN1CCOCC1)n2Cc1ccc(F)cc1	i	-5	-5	0	-0.7	-4	-1	3	0.3
COCCN1C(=O)c2ccccc2C1c1nc2ccccc2[nH]1 (centres undefined)	i	-9	-7	-6	4.2	-3	3	0	1.0
COc1ccccc1CNC(=O)CSc1nc(C)cs1	i	-3	-5	4	0.4	0	-1	7	0.6
COc1ccc(CCNC(=O)c2cc(S(=O)(=O)N3CCc4ccccc43)ccc2F)cc1OC	i	0	10	-10	-0.3	0	-4	-3	0.0
O=C(NCc1ccncc1)[C@@H]1CCCN1C(=O)[C@@H]1CCCN1C(=O)c1cccs1	i	-4	-7	nt	-0.6	-4	nt	3	0.8
COc1cc2c(cc1OC)CN(C(=O)CNC(=O)c1ccc(OC(F)F)cc1)CC2	i	-5	-8	7	0.0	-2	-1	1	-1.1
COc1cc(CNc2ncn[nH]2)ccc1OCC(=O)NC(C)(C)C	i	-1	-4	7	0.6	-1	-1	-7	-0.1
CCO/N=C/C1=C(O)C(C(=O)OC)C(C)(C)CC1=O (centres undefined)	i	-2	-2	2	-0.9	-7	0	-1	-0.4
N#CC1=C(N)Oc2cc(O)c(Cl)cc2C1c1ccccc1F (centres undefined)	nt	-168	-17	13	-0.2	-2	2	12	0.0
O=C(Nc1cccnc1)C1(F)C(F)(F)C(F)(F)C(F)(F)C(F)(F)C1(F)F	i	-4	3	4	-0.6	-4	2	-1	-0.7
COc1ccccc1-c1cc(C(F)(F)F)nc(S(=O)(=O)CCCC(=O)NC(C)C)n1	i	-4	-6	7	-2.1	-10	1	2	0.2
COC(=O)c1ccc(C(=O)OC)c(NC(=O)CSc2nc(-c3ccco3)cc(C(F)(F)F)n2)c1	i	-10	16	2	-0.7	-1	-5	0	0.2
COc1ccccc1NS(=O)(=O)c1ccc(C(=O)NCC(c2ccccc2OC)N2CCCC2)cc1 (centres undefined)	i	-3	-10	-4	-0.2	-1	1	-2	-0.7
N#Cc1ccccc1S(=O)(=O)N1CCN(C(=O)CN2C(=O)NC3(CCCC3)C2=O)CC1	i	-6	-10	-4	-0.5	-6	0	1	-0.6
O=S(=O)(Nc1ccc(-n2cnnn2)cc1)c1cccs1	i	-1	-5	8	-0.5	-2	-1	4	-0.2
CCOC(=O)C1(C)CCCN(C(=O)C(c2ccccc2)c2ccccc2)C1 (centres undefined)	i	2	5	-4	-0.3	-1	2	-4	1.4
O=c1cc(N2CCN(c3ccccc3)CC2)[nH]c(=O)n1-c1ccccc1	i	2	-4	7	-0.1	-3	-5	1	nt
O=C(NCCN1CCOCC1)/C(=C\c1ccc(F)cc1)NC(=O)c1ccccc1	i	7	0	-13	-0.5	0	0	3	1.4
COC(=O)c1[nH]c(C)c(/C(O)=C2\C(=O)C(=O)N(CCN(C)C)C2c2ccc(C)o2)c1C (centres undefined)	i	4	-6	1	-0.1	3	-4	6	2.5
Cc1ccccc1-c1nnn(CC(=O)N(C)CC(=O)Nc2ccccc2C(F)(F)F)n1	i	-4	-3	-12	0.0	0	-4	4	0.2
CCc1c(C)nc2nc(SCc3ccccc3)[nH]n2c1=O	i	-5	-2	1	1.9	0	-1	0	0.6
CC(=O)NC(CCS(C)(=O)=O)C(=O)Nc1nc(C)cs1 (centres undefined)	i	1	-12	8	-0.4	-4	1	-3	0.8
CN1CCC2(CC1)N=C(c1ccc(F)cc1)C(=S)N2C(=O)c1ccc(C(C)(C)C)cc1	i	0	-21	27	0.1	-2	0	0	-0.1
CSc1ccccc1OCc1cc(C(=O)N(C)Cc2cnccn2)no1	i	-7	-7	2	-0.4	-1	-1	1	-1.0
O=C(Nc1cccc(Cl)c1)c1ccc(NCCCN2CCOCC2)c([N+](=O)[O-])c1	i	1	21	-5	-0.1	1	-5	-2	-0.3
CC1CN(c2nc(Nc3ccccc3F)nc(N)c2[N+](=O)[O-])CC(C)O1 (centres undefined)	i	-4	1	-2	-1.1	-14	0	1	2.3
COc1ccccc1-c1nnn(C/C(N)=N/O)n1	i	3	-6	-4	0.2	-4	-3	0	-0.1
COc1ccc(-n2c(=S)[nH]c3cc(C(=O)Nc4ccccc4OC)ccc3c2=O)c(OC)c1	i	11	-14	12	-0.4	1	1	3	0.7
Cc1nc2ccccc2n1CC(O)COc1ccc(Br)cc1 (centres undefined)	i	-9	-3	6	0.0	-2	-1	6	-0.6
Cc1nonc1CN(C)C(=O)CC1C(=O)NCCN1Cc1c(F)cccc1Cl (centres undefined)	i	1	0	4	-0.5	0	3	-3	-1.1
C/C(CC(=O)Nc1ccc(F)cc1)=N\NC(=O)Cc1csc(N)n1	i	5	-9	31	0.8	-3	-1	-6	1.1
CN(C)CCCNc1nc2cc(-c3cnn(C)c3)sc2c(=O)n1C	i	-12	-4	-12	-0.4	-5	-4	4	0.5
CN1CCc2ccccc2CC1=O	i	-13	-16	6	-0.8	-6	-2	-1	0.0
O=C(Nc1cc(Cl)ccc1N1CCOCC1)c1ccc2c(c1)OCCO2	i	1	12	11	-0.5	-3	2	3	2.0
Cc1cc(C)cc(NC(=O)Cn2nnc(C(=O)NCc3ccccc3Cl)c2N)c1	i	-6	2	2	0.2	0	2	-1	-0.8
Cc1ccc(C(=O)OC(C)C(=O)NC2CCCCC2C)cc1S(=O)(=O)N1CCCCC1 (centres undefined)	i	-5	21	-18	-0.1	-1	0	0	-1.2

Complete entries as entered above. Order of values: Neddylation inh, eLon inh, FAS-TE inh, MLLE-PAM2 inh, TbMetRS inhib, MsrA act, Rin1 Abl inh, CSN inh, MsrA inhibitor
Shown for C/C(CC(=O)Nc1ccc(F)cc1)=N\NC(=O)Cc1csc(N)n1 : i, 5, -9, 31, 0.8, -3, -1, -6, 1.1
Shown for CN(C)CCCNc1nc2cc(-c3cnn(C)c3)sc2c(=O)n1C : i, -12, -4, -12, -0.4, -5, -4, 4, 0.5

An excerpt from above in order of heavy-atom count, low to high:
SMILES	Neddylation inh	eLon inh	FAS-TE inh	MLLE-PAM2 inh	TbMetRS inhib	MsrA act	Rin1 Abl inh	CSN inh	MsrA inhibitor
COc1ccccc1-c1nnn(C/C(N)=N/O)n1	i	3	-6	-4	0.2	-4	-3	0	-0.1
CC(=O)NC(CCS(C)(=O)=O)C(=O)Nc1nc(C)cs1 (centres undefined)	i	1	-12	8	-0.4	-4	1	-3	0.8
CCc1c(C)nc2nc(SCc3ccccc3)[nH]n2c1=O	i	-5	-2	1	1.9	0	-1	0	0.6
CSc1ccccc1OCc1cc(C(=O)N(C)Cc2cnccn2)no1	i	-7	-7	2	-0.4	-1	-1	1	-1.0
Cc1cc(C)cc(NC(=O)Cn2nnc(C(=O)NCc3ccccc3Cl)c2N)c1	i	-6	2	2	0.2	0	2	-1	-0.8
Cc1ccccc1-c1nnn(CC(=O)N(C)CC(=O)Nc2ccccc2C(F)(F)F)n1	i	-4	-3	-12	0.0	0	-4	4	0.2

The results go on.
SMILES	Neddylation inh	eLon inh	FAS-TE inh	MLLE-PAM2 inh	TbMetRS inhib	MsrA act	Rin1 Abl inh	CSN inh	MsrA inhibitor
COc1cccc(CNS(=O)(=O)c2ccccc2Br)c1OC	i	-6	-4	2	-0.6	-1	1	0	-0.1
Cc1ccc(N2CCN(C(=O)CN3C(=O)c4ccccc4C3=O)CC2)cc1	i	-9	-8	-1	-0.5	-11	4	0	-0.9
COC(=O)C1(CCSC)NC(c2ccc(O)c(OC)c2)C2C(=O)N(c3ccc(C)cc3)C(=O)C21 (centres undefined)	i	-8	-2	10	0.6	-1	0	-2	-0.4
O=C(CN1CCN(c2ccc(F)cc2)CC1)NCC1CCCO1 (centres undefined)	i	-5	-10	-9	0.3	5	-1	-1	0.3
O=C(COC(=O)c1ccc(CSc2ccc(Cl)cc2)cc1)Nc1ccccc1	i	-2	6	-8	-1.2	-11	2	-17	1.2
O=S(=O)(NC1CC1)c1ccc(S(=O)(=O)N2CCC3(CC2)OCCO3)cc1	i	-3	-1	-3	-0.5	-2	2	-6	0.6
O=C(COC(=O)CCc1nc2ccccc2c(=O)[nH]1)Nc1ccccc1	i	-5	0	-13	-0.1	-3	5	-5	-0.7
CON1C(=O)C(=O)N(OC)C(C)(C)C1(C)C	i	-8	-9	-1	-0.2	-2	1	-11	0.5
CCN1CCN(CCCNC(=O)c2ccc3c(c2)NC(=O)c2ccccc2S3)CC1	i	-12	-3	-8	0.6	-1	-3	-4	-0.5
Cc1cc(C)c(C#N)c(N2CCN(Cc3ccccc3)CC2)n1	i	-4	14	10	0.1	-5	-2	2	0.9
CCn1ccnc1CNC(=O)CC1C(=O)NCCN1CCCc1ccccc1 (centres undefined)	i	-1	-7	4	-0.3	-5	0	0	0.2
COc1ccccc1C(=O)NNC(=O)c1ccccc1	i	-1	-5	-7	-0.4	-4	-1	-2	0.6
O=C(CCCCC(=O)OCC1CCCO1)OCC1CCCO1 (centres undefined)	i	-3	-7	-4	-0.2	-2	3	0	1.1
CN(C)c1cc(NC(=O)CNC(C)(C)C)c2ccccc2n1	i	5	-9	-1	3.7	-1	2	-3	0.6
O=C(CC(=O)c1ccccc1)Nc1ccccc1	i	0	-4	7	-0.7	-4	-3	0	-0.7
Cc1ccc(C)c(OCCC(=O)Nc2ccccc2C(=O)NC2CC2)c1	i	6	4	4	-0.3	0	3	-1	-0.4
CC(O)[C@H]1CNC(=O)C(=O)N1CC(C)(C)C (some centres undefined)	i	-12	-19	-5	-0.2	-4	1	-3	-0.3
Cc1ccccc1OCC(=O)NN1CCN(C)CC1	i	-10	-8	-4	0.0	-4	0	-20	0.0
O=C1CCC(c2ccc3ccccc3c2)O1 (centres undefined)	i	-8	-8	10	-0.1	3	2	3	-1.8
O=C(c1ccc(OCC2CCCO2)cc1)N1CCc2ccccc2C1 (centres undefined)	i	-1	-3	-5	0.1	-3	-5	-7	-1.0
FC(F)(F)c1nnc2c3ccccc3c(Cl)nn12	i	-20	-1	2	-1.4	-10	0	4	-0.8
COc1cccc(C(=O)Nc2ccc(NC(=O)c3ccco3)cn2)c1	i	-2	-1	-9	-0.8	-2	-1	0	1.2
COc1ccc(-c2csc3ncnc(Sc4nnnn4C)c23)cc1	i	3	14	-20	0.2	-5	3	6	-0.9
CC(C)CC(=O)Nc1ccc(N2CCN(S(C)(=O)=O)CC2)cc1	i	-14	-8	18	-0.4	-1	-1	-1	-0.6
Cc1ccccc1CN(C)c1ccc(S(=O)(=O)N2CCN(C)CC2)cn1	i	-3	-2	3	-0.5	-10	2	-4	0.2
CN(C)C(=S)Nc1cccc(C(F)(F)F)c1	i	0	-5	-106	-1.4	-4	-1	2	0.0
Cc1cc(CN2CCOCC2)c(O)c(C2(C)CCCCC2)c1	i	2	23	9	-1.3	-3	-3	2	0.0
CN(C)c1ncccc1-c1nc2ccccc2s1	nt	3	-8	9	0.9	-3	1	-8	1.1
CN(Cc1ccsc1)C(=O)Cn1cc(Br)ccc1=O	i	-10	-1	-9	-0.8	-7	4	-4	1.1
COc1cc2c3c(c1)C(C)=CC(C)(C)N3C(=O)C2=O	i	-2	-3	1	-0.1	-3	0	0	0.1
CCOCCc1nnc(N)s1	i	-3	-12	-2	-0.9	-1	-1	4	-0.3
